Screens as filed in PubChem BioAssay.
PglD DTNB – inhibitors of Campylobacter jejuni PglD acetyltransferase. AID 602405. 0.098% of 360,000 active. purified PglD enzyme, DTNB colorimetric CoA detection. inhibition, % at 12.5 µM; in the data active = inhibition above about 16%, passing the limit was not always enough; inconclusive = no clear call, values can overlap the other calls; also: strong numbers were not always called active
Statin myotox sup – protects C2C12 myotubes from simvastatin toxicity | ATP luminescence, 48 h; scaled: DMSO 0, geranylgeraniol control 100 | rescue of ATP level, % at 7.49 µM | 0.78% of 330,000 active | AID 602340;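 active = mean ATP rescue above about 67%, or every replicate alone reaching that limit, limit read from the data, passing the limit was not always enough; inconclusive = no clear call, values can overlap the other calls; inactive = mean under the limit and some replicate under it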;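 also: myotubes were challenged with 10 µM simvastatin during compound exposure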
LGR2 inh – inhibitors of bursicon-induced Drosophila LGR2 receptor cAMP signaling; HEK293 LGR2, CRE-luciferase, bursicon-stimulated, 4 h; inhibition, % at 9.99 µM; 0.35% of 380,000 active; AID 720647;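 active = drop in luminescence signal, shown as inhibition above about 50% in the replicate tests, limit read from the data, passing the limit was not always enough; inconclusive = probably only some replicates passing the limit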;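 also: agonist challenge used bursicon conditioned medium at about half maximal strength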
PGC1a acetyl inh – lowers PGC1a acetylation signal in U2OS cells | AlphaScreen anti-acetyl-lysine; with virally co-expressed GCN5 acetyltransferase | inhibition, % at 15.6 µM | 0.17% of 350,000 active;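 active = every replicate shows inhibition of at least 40%; inconclusive = mean inhibition at least 40% but some replicate below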;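 also: 0% = neutral control wells and 100% = positive control wells; some results beyond the cut were filed as inactive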
GSIS activator – primary screen for activators of insulin secretion dependent on glucose, INS-1E cells, GLuc reporter luminescence. AID 743287. activation, % at 16.6 µM. INS-1E GLuc reporter insulin secretion, 2-3 h. 0.61% of 370,000 active;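 active = lowest replicate activation of at least 40%, so every replicate reaches that level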;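 also: 0% = median of neutral control wells and 100% = median of IBMX positive control wells; some compounds called inactive have numbers as strong as hits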
PAX8 reporter – lowers PAX8-driven luciferase in RMG-I cells | RMG-I TPO-luciferase reporter, SteadyGlo, 24 h | inhibition, % at 12.6 µM | 1.2% of 360,000 active | AID 652154;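 active = mean replicate inhibition at least 60% with every replicate also reaching 60%; inconclusive = only one of the two criteria is met; inactive = mean below 60% and not all replicates reaching 60%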;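 also: luciferase light reporting Pax8 driven TPO promoter activity; plate controls were median of neutral control wells for no effect and mitoxantrone controls for full effect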
Cneo AK release – causes C. neoformans cell lysis. adenylate kinase release luminescence, 4 h; normalised: neutral wells 0, clomiphene wells 100. lysis activity, % at 15 µM. 0.2% of 360,000 active;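 active = mean lysis activity across replicates of at least 80%, whatever share of replicates individually reach that level; inactive = mean lysis activity below 80%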
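Material – log-phase Cryptococcus neoformans yeast cells · Input – 5 × 10^6 yeast cells/mL · Medium – fresh YPD growth medium · Doses – single compound concentration per well · Timing – static 4 h at 37 °C with compound, 1 h detection · Detection – adenylate kinase release luminescence · Read-out – signal increase indicating cell lysis · Control set – Clomiphene as positive lysis control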
ARNT TACC3 PPI – disrupts binding between human ARNT and TACC3. Q9Y6A5. AlphaScreen His-ARNT PAS-B/GST-TACC3 binding, luminescence; TACC3 fragment carries E629A point mutation. inhibition, % at 9.99 µM. 0.66% of 390,000 active;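 active = mean inhibition of replicates at least 50% and at least half of replicates each reaching 50%; inconclusive = half or more replicates reach 50% but mean below 50%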;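 also: 0% = complete ARNT plus TACC3 wells and 100% = ARNT alone without TACC3; many hits fall short of the cut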
The depositor's hits bear a star; ? = inconclusive; nt = not tested or not shown.

SMILES	PglD DTNB	Statin myotox sup	LGR2 inh	PGC1a acetyl inh	GSIS activator	PAX8 reporter	Cneo AK release	ARNT TACC3 PPI
C/C(=N\N=c1/scc(C)n1Cc1ccco1)c1cccc([N+](=O)[O-])c1	nt	nt	-18	nt	-34	-20	nt	8
CSc1ccc(C(=O)N2CCc3ccc(NC(=O)c4ccccn4)cc3C2)cc1	2	5	-18	nt	12	-43	-7	-6
O=C(CSc1nnc(NC(=O)c2ccccc2F)s1)NCC1CCCO1 (stereo not drawn)	-3	nt	-3	1	-4	-104	-7	-38
Cc1cc(C)c[n+](CC(=O)c2cc3ccccc3oc2=O)c1	-3	8	nt	9	nt	nt	-4	-3
COc1ccc(-n2nnnc2SCC#CCO)cc1	-1	-5	nt	6	nt	nt	-2	-3
OC(c1cccc(F)c1)c1ncc(-c2ccc(C(F)(F)F)cc2)[nH]1 (stereo not drawn)	-2	nt	5	nt	-4	-20	-2	nt
CCCn1c(CNc2ccc(Br)cc2)nc2ccccc21	-2	21	-1	4	-1	nt	-1	nt
O=C(Cc1ccccc1)N1CC(=O)N2[C@H](CO)[C@@H](c3ccc(-c4ccccc4)cc3)[C@@H]2C1	nt	nt	-5	8	-4	47	nt	nt
CCOCCCNC(=S)N1CCN(c2nc(-c3ccc(F)cc3)cs2)CC1	-5	0	16	1	-8	5	-1	-1
COc1ccc(NC(=S)Nc2ncccc2C)cc1OC	nt	nt	-120	-5	6	-224	nt	11
C=CCOc1ccc(/C=C2\SC(=S)N(NS(=O)(=O)c3ccc(C)cc3)C2=O)cc1	-7	-6	13	nt	5	-7	4	3
CCC(CC)C(=O)c1c[nH]c(C(=O)O)c1	nt	nt	-13	7	1	28	nt	-2
COc1ccc(Cc2nnc(SCC(=O)N3CCc4ccccc4C3)o2)cc1	2	-5	8	-7	-3	nt	-1	-2
Cc1noc(C)c1NC(=O)Nc1ccc2c(c1)C(=O)N([C@@H](C)CO)C[C@H](C)[C@@H](CN(C)Cc1ccccc1)OCCCC[C@H](C)O2	-1	nt	-1	14	20	-4	69	15
COc1cc2c(cc1OC)-c1cc(OCc3cccnc3)nc(=O)n1CC2	0	-5	nt	2	nt	-8	0	21
CC(C)(C)c1ccc(C(=O)NCC(=O)NCc2ccccn2)cc1	-3	2	11	5	5	-18	-2	nt
CC(C)Oc1nc(-c2ccccc2Cl)nc2ccccc12	nt	nt	2	nt	11	9	nt	-6
O=C(C1CC(=O)N(c2ccc(F)cc2)C1)N1CCC(c2nc3ccccc3[nH]2)CC1 (stereo not drawn)	nt	nt	1	nt	14	-1	nt	-4
Oc1ccc(Br)cc1/C=N/n1c(C2CCCCC2)n[nH]c1=S	4	14	3	-4	1	31	2	7
CC1CCN(C(=O)COC(=O)/C=C/c2ccc([N+](=O)[O-])cc2)CC1	-4	3	-32	-9	-11	0	-2	-7
CC1(C)COC(c2cccn2Cc2ccccc2Cl)=N1	-5	4	nt	-5	nt	nt	1	18
Cc1ccc2cc(C#N)c(NCc3ccccc3)nc2c1	nt	nt	-9	nt	-3	-13	nt	-11
COCC(=O)Nc1ccc2c(c1)[C@@H]1C[C@H](CC(=O)NCc3cc(F)ccc3F)O[C@H](CO)[C@@H]1O2	-4	-3	15	0	-6	-13	nt	-3
O=C(Nc1cccc(NC(=O)c2cccs2)c1)c1ccc(Br)cc1	7	-3	-1	3	-6	9	3	-5
O=C(O)C1CCCCC1C(=O)Nc1ccc(F)cc1F (stereo not drawn)	-3	14	7	5	nt	nt	1	-12
Cc1noc(C)c1NC(=O)N(C)C[C@@H]1Oc2ccc(NC(=O)c3ccncc3)cc2C(=O)N([C@@H](C)CO)C[C@H]1C	0	14	-4	4	-3	nt	2	2
O=C(O)C1CCCN1S(=O)(=O)c1cc(Cl)ccc1Cl (stereo not drawn)	-2	2	3	?	1	nt	-2	1
COc1ccccc1-c1ccc(/C=C2\C=CC(=O)O2)o1	-7	nt	0	6	nt	-1	-4	-10
CCOC(=O)C(=CNc1cc(C)nn1-c1ccc(C)cc1)C(=O)OCC	-5	2	nt	nt	nt	5	-8	12
O=C(Cc1csc(Nc2nc(=S)[nH]c3ccccc23)n1)NCc1ccc(Cl)cc1	-1	-1	nt	-6	nt	nt	0	-19
O=C(CS(=O)CC(=O)Nc1cnc2ccccc2c1)Nc1ccc(Cl)cc1 (stereo not drawn)	19	3	-5	-25	9	6	0	-17
COc1ccccc1S(=O)(=O)N1CC[C@@H]2[C@@H](CO)Nc3ccc(-c4ccccc4)cc3[C@@H]21	2	-35	1	-1	9	70*	-1	13
Fc1cccc(NC(=S)NNc2ccccc2)c1	1	13	-24	0	-10	-26	1	-6
CC(C(=O)Nc1ccccc1F)N1CCN(S(=O)(=O)c2ccc(C(F)(F)F)cc2)CC1 (stereo not drawn)	2	14	0	nt	-40	8	2	1
CC(C)NC(=O)N(C)C[C@@H]1OCCCC[C@@H](C)Oc2ccc(N(C)C)cc2C(=O)N([C@@H](C)CO)C[C@H]1C	1	nt	-16	-6	6	7	-1	30
COc1ccc(CCCNC(=O)C2Cc3c(-c4cccc(C(C)=O)c4)ccnc3O2)cc1 (stereo not drawn)	0	-46	-2	nt	-10	34	2	nt
CC(C)Oc1ccc(S(=O)(=O)N2CCCCC2)cc1NC(=O)CN1C(=O)NC(C)(c2ccccc2)C1=O (stereo not drawn)	-5	9	15	-10	11	-4	0	-4
CC(C)S(=O)(=O)c1csc(C(=O)NN)c1-n1cccc1	nt	-1	nt	nt	-17	6	nt	1
Cc1ccc(CNCC(O)(c2ccccc2)c2ccc(F)cc2)cc1 (stereo not drawn)	-4	-10	nt	7	nt	-20	-1	-2
CNC(=O)c1nnn(Cc2ccccc2)c1NC(C)=O	6	5	5	nt	-1	nt	0	-4
COCCCNC(=O)CCc1c(C)c2cc3c(C)coc3cc2oc1=O	-2	-4	2	-21	0	-2	1	2
COCC(=O)Nc1ccc2c(c1)C(=O)N(C)C[C@H](OC)[C@@H](C)CN(C(=O)c1cccnc1)[C@H](C)CO2	7	4	-4	10	3	-39	0	-8
Cc1cc(Br)ccc1NC(=O)CN(C)C(=O)c1cc([N+](=O)[O-])ccc1N1CCOCC1	-9	0	0	11	-17	-2	1	nt
CCNC(=O)C1CCCN(C(=O)c2cc(F)ccc2C)CC1 (stereo not drawn)	-4	-30	2	-4	5	0	1	nt
Cc1ccc(NC(=O)C2CCN(S(=O)(=O)c3c(C)n[nH]c3C)CC2)c(C)c1	-1	4	13	nt	0	-26	-1	0

Results in PGC1a acetyl inh, Cneo AK release and PAX8 reporter, for some of the entries so far:
SMILES,PGC1a acetyl inh,Cneo AK release,PAX8 reporter
COc1ccc(-n2nnnc2SCC#CCO)cc1,6,-2,nt
OC(c1cccc(F)c1)c1ncc(-c2ccc(C(F)(F)F)cc2)[nH]1 (stereo not drawn),nt,-2,-20
CCCn1c(CNc2ccc(Br)cc2)nc2ccccc21,4,-1,nt

Reformatted as comma-separated lines: entries from further up.
SMILES,PglD DTNB,Statin myotox sup,LGR2 inh,PGC1a acetyl inh,GSIS activator,PAX8 reporter,Cneo AK release,ARNT TACC3 PPI
Fc1cccc(NC(=S)NNc2ccccc2)c1,1,13,-24,0,-10,-26,1,-6
CC(C(=O)Nc1ccccc1F)N1CCN(S(=O)(=O)c2ccc(C(F)(F)F)cc2)CC1 (stereo not drawn),2,14,0,nt,-40,8,2,1
CC(C)NC(=O)N(C)C[C@@H]1OCCCC[C@@H](C)Oc2ccc(N(C)C)cc2C(=O)N([C@@H](C)CO)C[C@H]1C,1,nt,-16,-6,6,7,-1,30
COc1ccc(CCCNC(=O)C2Cc3c(-c4cccc(C(C)=O)c4)ccnc3O2)cc1 (stereo not drawn),0,-46,-2,nt,-10,34,2,nt
CC(C)Oc1ccc(S(=O)(=O)N2CCCCC2)cc1NC(=O)CN1C(=O)NC(C)(c2ccccc2)C1=O (stereo not drawn),-5,9,15,-10,11,-4,0,-4
CC(C)S(=O)(=O)c1csc(C(=O)NN)c1-n1cccc1,nt,-1,nt,nt,-17,6,nt,1
Cc1ccc(CNCC(O)(c2ccccc2)c2ccc(F)cc2)cc1 (stereo not drawn),-4,-10,nt,7,nt,-20,-1,-2
CNC(=O)c1nnn(Cc2ccccc2)c1NC(C)=O,6,5,5,nt,-1,nt,0,-4
COCCCNC(=O)CCc1c(C)c2cc3c(C)coc3cc2oc1=O,-2,-4,2,-21,0,-2,1,2
COCC(=O)Nc1ccc2c(c1)C(=O)N(C)C[C@H](OC)[C@@H](C)CN(C(=O)c1cccnc1)[C@H](C)CO2,7,4,-4,10,3,-39,0,-8
Cc1cc(Br)ccc1NC(=O)CN(C)C(=O)c1cc([N+](=O)[O-])ccc1N1CCOCC1,-9,0,0,11,-17,-2,1,nt
CCNC(=O)C1CCCN(C(=O)c2cc(F)ccc2C)CC1 (stereo not drawn),-4,-30,2,-4,5,0,1,nt
Cc1ccc(NC(=O)C2CCN(S(=O)(=O)c3c(C)n[nH]c3C)CC2)c(C)c1,-1,4,13,nt,0,-26,-1,0

Next section.
SMILES	PglD DTNB	Statin myotox sup	LGR2 inh	PGC1a acetyl inh	GSIS activator	PAX8 reporter	Cneo AK release	ARNT TACC3 PPI
CC(C)NC(=O)Nc1ccc2c(c1)C(=O)N([C@@H](C)CO)C[C@H](C)[C@@H](CN(C)Cc1ccc(C(=O)O)cc1)OCCCC[C@H](C)O2	0	nt	-4	7	13	-3	-3	1
O=C(COC(=O)c1nc(Cl)c(Cl)c(Cl)c1Cl)NCc1ccccc1	0	4	-20	-32	2	26	-2	35
CCOC(=O)C1CCCN(c2c(NCCc3ccc(S(N)(=O)=O)cc3)c(=O)c2=O)C1 (stereo not drawn)	1	18	4	4	-9	7	1	-1
CCN1C(=O)S/C(=C/c2ccsc2)C1=O	-1	5	nt	1	nt	-22	0	-3
CC(NC(=O)C1CCCN(S(=O)(=O)c2cccs2)C1)c1ccccc1 (stereo not drawn)	1	1	13	-4	-8	-5	3	0
CCc1ccc(C(=O)c2oc3nc(C)cc(C)c3c2N)cc1	0	-47	nt	4	0	nt	-7	2
O=C(CN1C(=O)/C(=C/c2cccc(Br)c2)SC1=S)NC1=NCCS1	nt	nt	4	nt	6	20	nt	-3
CCNC(=O)Nc1ccc(-n2nc(C)c(C(=O)OCC)c2C)nc1	nt	nt	-6	nt	17	0	nt	-11
COCCNC(=O)C1(C)CCCN(CCS(=O)(=O)c2ccc(C)cc2)C1 (stereo not drawn)	2	6	-2	0	nt	9	6	nt
O=C1CSC(c2ccccc2)N1Cc1ccccc1 (stereo not drawn)	4	-3	3	3	10	12	-2	-5
COc1ccc(-n2c(=S)[nH]c3ncccc3c2=O)cc1	nt	14	14	1	27	-15	nt	-8
CC(C)(C)NC(=O)CN(C(=O)CCC(=O)Nc1nccs1)c1ccc2c(c1)OCCO2	2	-3	8	nt	-13	1	0	-20
CC(Oc1ccccc1)C(=O)N1CCN=C1SCc1cccc(F)c1 (stereo not drawn)	-2	nt	-9	-14	-14	-12	1	2
CC(CN1CCCCC1)OC(=O)c1ccc(Cl)cc1Cl (stereo not drawn)	0	2	nt	-4	nt	nt	4	-7
CCOC(=O)C1CCN(C(=O)c2c(-c3ccccc3)noc2C)CC1	nt	nt	-1	nt	15	0	nt	8
